Screening data: PubChem, National Center for Advancing Translational Sciences (NCATS)
ERG Ets-DNA blk = inhibitors of human ERG Ets domain-DNA interaction. AID 624246. Potency, µM (doses to about 76.9 µM), for the others: at the highest dose FP activity, negative = inhibition, hits mostly inhibitors. P11308. 370,000 tested, 0.028% active. fluorescence polarization, His-ERG Ets domain / labelled DNA; active means well fitted inhibition curve with a large enough effect in the polarisation, with a control signal flat; inconclusive means small, poorly fitted or top-dose-only effect, or effect the other way, or a change in a side signal; inactive means no such curve, though single readings can be large or run the other way; the % refers to the polarisation;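 further: polarization taken with two DNA probes labelled with fluorescein and Texas red; potency means the concentration at half of the fitted maximal effect; % of control where 0% means no effect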
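His-tagged ERG Ets domain (1 uM in the protein solution; 300mM KCl, 50mM Tris-HCl, 1mM EDTA, 1mM DTT, pH 7.5) received compound, then a probe mix of 5 nM fluorescein-DNA and 100nM Texas-615-DNA. Fluorescence polarization was read for both dyes.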
BAZ2B block = BAZ2B (human) inhibition; Q9UIF8; AlphaScreen BAZ2B-H3K14Ac peptide displacement; Potency, µM (top dose mostly 114 µM), without a hit: at the highest dose activity change, negative = inhibition, most hits filed as inhibitors; 360,000 tested, 4.4% active; AID 504333; further: potency means the concentration at half of the fitted maximal effect; on the % scale 0 is the no-effect control and ±100 the full control effect; nearly all actives have a fitted effect of over 60% in size
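AlphaScreen luminescence quantifies BAZ2B engagement of H3K14Ac peptide; the protein and biotinylated peptide are both at 50 nM final, buffer PBS pH 7.4 with 0.01% Tween-20, all steps at room temperature.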
JMJD2A Tudor inh = inhibitors of human JMJD2A Tudor domain; AlphaScreen JMJD2A-Tudor / H3K4me3 peptide binding; Potency, µM (top dose mostly 114 µM), for the others: at the highest dose activity change, negative = inhibition, most hits filed as inhibitors; 390,000 tested, 4.4% active; AID 504339; further: potency means the concentration at half of the fitted maximal effect; on the % scale 0 is the no-effect control and ±100 the full control effect; nearly all actives have a fitted effect of over 50% in size
Target sequence (O75164 whole entry, looked up, the tested form may be a part): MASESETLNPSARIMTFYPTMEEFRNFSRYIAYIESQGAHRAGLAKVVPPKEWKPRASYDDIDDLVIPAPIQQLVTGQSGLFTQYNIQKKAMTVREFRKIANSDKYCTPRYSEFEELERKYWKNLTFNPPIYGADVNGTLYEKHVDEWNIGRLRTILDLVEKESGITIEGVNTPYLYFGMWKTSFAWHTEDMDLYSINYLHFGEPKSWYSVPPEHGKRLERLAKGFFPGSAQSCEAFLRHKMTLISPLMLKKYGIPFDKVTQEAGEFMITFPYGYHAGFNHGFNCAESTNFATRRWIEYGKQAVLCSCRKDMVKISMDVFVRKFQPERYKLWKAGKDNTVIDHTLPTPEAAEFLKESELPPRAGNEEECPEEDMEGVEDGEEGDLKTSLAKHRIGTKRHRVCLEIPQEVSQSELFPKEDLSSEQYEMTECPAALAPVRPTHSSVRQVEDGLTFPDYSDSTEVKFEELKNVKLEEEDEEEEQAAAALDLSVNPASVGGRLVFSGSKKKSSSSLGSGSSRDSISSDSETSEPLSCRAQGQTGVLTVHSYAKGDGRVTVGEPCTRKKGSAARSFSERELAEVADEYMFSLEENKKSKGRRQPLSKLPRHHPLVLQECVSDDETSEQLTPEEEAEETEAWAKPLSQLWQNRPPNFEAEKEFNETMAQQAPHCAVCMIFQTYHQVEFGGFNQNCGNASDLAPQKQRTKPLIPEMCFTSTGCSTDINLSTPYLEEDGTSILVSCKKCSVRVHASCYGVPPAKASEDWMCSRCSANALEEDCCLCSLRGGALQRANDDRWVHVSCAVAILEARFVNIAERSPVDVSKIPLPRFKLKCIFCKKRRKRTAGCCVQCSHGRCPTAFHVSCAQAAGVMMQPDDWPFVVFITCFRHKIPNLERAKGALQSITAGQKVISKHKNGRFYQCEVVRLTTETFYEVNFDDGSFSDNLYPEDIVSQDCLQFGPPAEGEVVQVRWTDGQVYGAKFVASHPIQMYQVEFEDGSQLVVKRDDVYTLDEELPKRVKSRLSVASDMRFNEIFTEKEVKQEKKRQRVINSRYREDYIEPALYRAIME
G9a block = blocks human histone lysine methyltransferase G9a. Q96KQ7. G9a H3K9 monomethylation, AlphaScreen, 2 h. Potency, µM (highest dose often 102 µM), for inactives: at the highest dose activity, negative = inhibition, actives largely listed as inhibitors. 350,000 tested, 8.8% active. AID 504332; further: potency means the concentration at half of the fitted maximal effect; on the % scale 0 is the no-effect control and ±100 the full control effect; nearly all actives have a fitted effect of over 75% in size
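Compounds were preincubated with 20 nM G9a for 15 min, after which biotinylated H3K9 peptide (500 nM) and SAM (20 uM) started a 2 h room-temperature reaction. Monomethylated product was quantified by antibody-based AlphaScreen chemiluminescence.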
PI4K2A block = inhibitors of human PI4K2A; Q9BTU6; purified PI4K2A, ADP-Glo luminescence, 1 h; active compounds read low; activity change, negative = inhibition, % at 76.9 µM; 420,000 tested, 0.13% active; AID 1346378; in the data active means activity change below about -50%; inconclusive means mostly about -30% to -49%;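 further: -100% = wells without enzyme as full effect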
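PI4K2A activity was measured by ADP-Glo luminescence: enzyme (4 ug/mL stock) and phosphatidylinositol (1.2 mM stock) in Tris pH 7.5/MgCl2/EGTA/Triton X-100 buffer were reacted with ATP (300 microM stock) for one hour at ambient temperature.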
GLS inh = blocks human kidney-isoform glutaminase activity; GLS enzymatic activity, qHTS titration; Potency, µM (titrated, usually from 45.5 µM), for the others: at the highest dose activity change, negative = inhibition, most hits filed as inhibitors; O94925; 410,000 tested, 0.21% active; further: potency means the concentration at half of the fitted maximal effect; on the % scale 0 is the no-effect control and ±100 the full control effect
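Glutamate formation by hKGA was monitored fluorometrically using coupled glutamate oxidase, HRP and Amplex Red. Substrate was added as 1 mM L-glutamine solution; incubation was 30 min at RT after an initial read.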
HP1b binding inh = blocks HP1-beta chromodomain binding to methylated histone tails; P83916; Potency, µM (doses to about 114 µM), inactives show at the top dose activity change, negative = inhibition, hits mostly inhibitors; AlphaScreen HP1-beta / biotin-H3K9me3 peptide binding; 390,000 tested, 0.56% active; further: potency means the concentration at half of the fitted maximal effect; nearly all actives have a fitted effect of over 70% in size; inactives centre near 23
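Compound inhibition of the preformed complex between 50 nM HP1-beta and 50 nM biotinylated H3K9me3 peptide was read by AlphaScreen. Buffer was PBS pH 7.4 with 0.01% Tween-20. Incubations ran 30 min at room temperature, with 10 ug/mL donor/acceptor beads.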
Pin1 inhibitor = inhibitors of human Pin1. Q13526. Pin1 FP peptide displacement, HiFluor488, 10 min. Potency, µM (titrated, usually from 115 µM), for the others: at the top dose activity, negative = inhibition, hits mostly inhibitors. 390,000 tested, 0.009% active. AID 504891; active means well fitted inhibition curve with a large enough effect in the polarisation, with a control signal flat, not every such curve was filed as active; inconclusive means small, poorly fitted or top-dose-only effect, or effect the other way, or a change in a side signal; inactive means no such curve, though single readings can be large or run the other way; the % refers to the polarisation; further: potency means the concentration at half of the fitted maximal effect; on the % scale 0 is the no-effect control and ±100 the full control effect
PGK inhibitor = T. brucei PGK inhibition; AID 602233; P07378; 380,000 tested, 0.043% active; PGK/GAPDH coupled, Kinase-Glo luminescence, 60 min; Potency, µM (series often up to 57.5 µM), for the others: top-dose activity change, negative = inhibition, usual class: inhibitors; further: potency means the concentration at half of the fitted maximal effect; on the % scale 0 is the no-effect control and ±100 the full control effect; nearly all actives have a fitted effect of over 60% in size
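Recombinant glycosomal PGK reaction used 1,3-bisphosphoglycerate generated in-well by GAPDH (100nM final) in 100mM TEA pH 7.6, 5mM MgCl2, 0.01% Tween-20. After 60 minutes at room temperature, ATP was read by Kinase-Glo Plus luminescence end-point.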
* hit, by the source's call; i = inactive; ? = inconclusive; / = not tested or not shown; [ ] = another dose, or the depositor's remark. Unless noted, the call rests on the fitted dose curve; in most records, active means well fitted curve in the direction sought with a large enough effect; inconclusive means small, poorly fitted or top-dose-only effect, or another doubt; inactive means no such curve, though single readings can be large; an effect the other way counts as inactive or inconclusive.

Order of values – ERG Ets-DNA blk	BAZ2B block	JMJD2A Tudor inh	G9a block	PI4K2A block	GLS inh	HP1b binding inh	Pin1 inhibitor	PGK inhibitor
Cc1ccc(C)c(S(=O)(=O)N2CCN(Cc3cc4c(cc3O)OCO4)CC2)c1
→ -1%	40µM*	32µM*	1.4µM*	4	15%	-30%	-2%	5%
CC(=O)c1ccc(N2CCN(S(=O)(=O)c3cc(-c4onc(C)c4C)ccc3C)CC2)cc1
→ -1%	0%	10%	1%[59 µM]	0	-12%	20%	21%	9%
O=C(CSc1nnc(NC(=O)c2ccc3c(c2)OCO3)s1)NCc1ccco1
→ 13%	-26%	-9%	-32%	-1	5%	-21%	10%	-7%
CCc1ccccc1NC(=O)CCc1nc(-c2ccc(C)cc2)no1
→ 9%	-4%	-6%	30%[12.7 µM]	-4	2%	31%	-8%	i
Cc1cc(CN(C)C(=O)CCc2nnc(Cc3cccc(C(F)(F)F)c3)o2)on1
→ -7%	2%	-8%	20%	3	5%	43%[activator]	-2%	3%
CCOC(=O)c1ccc(NC(=O)c2nc[nH]c2C(=O)N[C@@H](Cc2ccccc2)C(=O)OC(C)(C)C)cc1
→ 9%	-5%	-17%	8%[12.7 µM]	-2	-1%	16%	3%	i
COc1ccc(Nc2ncnc3c2cnn3C)c(OC)c1
→ -1%	1%	-21%	0%[59 µM]	-4	6%	29%	-1%	-1%
CC1CCCN(S(=O)(=O)c2cc3c4c(c2)CCN4C(=O)CC3)C1 (stereo unspecified)
→ -9%	3%	-10%	-48%	-1	4%	6%	-12%	-2%
COc1ccc(NC(=O)C2CCC(=O)N2S(=O)(=O)c2ccc(C)cc2)c(OC)c1 (stereo unspecified)
→ -4%	-3%	-6%	-2%[59 µM]	-1	5%	4%	-6%	-6%
Cc1ccc(N2C(=O)C3C4C=CC(CNC(=S)N5CCN(c6cccc(C)c6)C(C)C5)(O4)C3C2=O)cc1 (stereo unspecified)
→ 4%	-2%	18µM*	2µM*	-1	-3%	25µM*	0%	i
C=CCc1cc(OC)ccc1OCCCCn1cncn1
→ 5%	50µM*	5.6µM*	28µM*	-4	0%	?	-2%	-2%
NC(=O)c1ccccc1NC(=O)Nc1ccc(F)c(Cl)c1
→ -8%	-23%	-14%	13%	-1	-16%	26%	-4%	-10%
COCCCNC(=O)c1ccc2c(=O)n(Cc3ccccc3OC)c(=S)[nH]c2c1
→ -1%	2%	7%	-7%	-3	?	56%[activator]	0%	i
Cc1cc2cc(C#N)c(NCCNC(=S)NCCCN3CCOCC3)nc2cc1C
→ -4%	2%	-3%	9%[59 µM]	3	-7%	43%[activator]	2%	i
CCCCSc1nnc(-c2ccccc2NC(C)=O)c(=O)[nH]1
→ 13%	5%	-8%	/	-1	2%	43%[activator]	9%	0%
Cc1nc(SCC(=O)O)c(C#N)c(-c2ccco2)c1C(=O)N(C)C
→ 4%	-3%	-15%	-1%	1	1%	17%	-15%	-1%
O=C(/C=C/c1ccco1)NC(=S)Nc1cccc(-c2nc3ccccc3s2)c1
→ -17%	/	-30%[57.1 µM]	/	-6	-2%	0%	47%[activator]	-10%
CCOC(=O)c1ccccc1NC(=O)CN(c1ccccc1OCC)S(C)(=O)=O
→ 11%	8%	-18%	5%	2	0%	25%	2%	-8%
Cc1ccc(Cn2c(=O)n(CCc3ccccc3)c(=O)c3sc4ccccc4c32)cc1
→ -2%	2%	-13%	3%[59 µM]	-1	5%	28%	0%	4%
COC(=O)[C@H](CCSC)NC(=O)NC1CCN(Cc2ccccc2)CC1
→ 0%	0%	-3%	5%[12.7 µM]	-4	-4%	50%[activator]	3%	-2%
Cc1ccc(S(=O)(=O)N2CCCC(C)C2)cc1 (stereo unspecified)
→ 1%	4%	24%	69%	0	-4%	58%[activator]	-3%	-8%
COc1ccc(N2CCN(CCC(=O)c3ccc4ccccc4c3)CC2)cc1
→ -1%	?	?	10µM*	25	11%	-10%	2%	-6%
O=C(Nc1ccccc1Cl)Oc1ccc(Cl)cc1Cl
→ 2%	0%	-7%	-9%[2.33 µM]	-1	11%	26%	-5%	-3%
CCOC(=O)COc1ccccc1/C=C1/NC(=O)NC1=O
→ -4%	6%	-14%[57.1 µM]	7%[59 µM]	-2	1%	33%	-16%	-6%
Cc1ccc(CSc2nnc(CCCCCNC(=O)OC(C)(C)C)o2)cc1
→ -9%	27%	50%[activator]	?	-2	-12%	112%[activator]	-2%	-4%
COc1cc(-c2cc(C(=O)Nc3c(Cl)cc(Cl)cc3Cl)c3ccccc3n2)cc(OC)c1OC
→ -3%	8%	3%	15%[59 µM]	1	1%	47%[activator]	22%	3%
O=c1cnnc(Nc2ccc(Nc3ccccc3)cc2)[nH]1
→ -4%	-36%	?	40µM*	-1	?	-8%	-6%	-2%
COc1cccc(NC(=O)CC2C(=O)NCCN2C(=S)Nc2ccc(F)cc2)c1 (stereo unspecified)
→ -1%	-20%	-11%	-30%	0	1%	16%	-6%	2%
CS(=O)(=O)N(CC(=O)N1CCOCC1)c1cc(Cl)ccc1Cl
→ 17%	2%	-14%	/	-1	-1%	21%	0%	-1%
O=C(COc1ccc(Br)cc1)Nc1ccc2c(c1)C(=O)NC2=O
→ 2%	0%	2%	46%[0.501 µM]	5	-11%	19%	12%	i

An excerpt from above, showing only PGK inhibitor and BAZ2B block.
SMILES	PGK inhibitor	BAZ2B block
COc1cc(-c2cc(C(=O)Nc3c(Cl)cc(Cl)cc3Cl)c3ccccc3n2)cc(OC)c1OC	3%	8%
O=c1cnnc(Nc2ccc(Nc3ccccc3)cc2)[nH]1	-2%	-36%

Next section.
Order of values – ERG Ets-DNA blk	BAZ2B block	JMJD2A Tudor inh	G9a block	PI4K2A block	GLS inh	HP1b binding inh	Pin1 inhibitor	PGK inhibitor
COc1ccc(C(=O)NC(Oc2ccccc2)C(Cl)(Cl)Cl)cc1 (stereo unspecified)
→ 4%	11%	-14%	2%[59 µM]	2	0%	18%	8%	-1%
CCOc1ccc(C(C(=O)NC2CCCC2)N(C(=O)c2snc(C(N)=O)c2N)C2CCCC2)cc1 (stereo unspecified)
→ -2%	-13%	-27%	-10%	0	3%	-2%	2%	0%
CCn1c(SCc2ccc(F)cc2)nnc1C1CCN(S(=O)(=O)c2ccc(OC)cc2)CC1
→ -1%	6%	-18%	-5%[59 µM]	9	1%	32%[activator]	1%	1%
CCN1C(=NCc2cc(OC)c(OC)c(OC)c2)N[C@@H](c2cccc(C(F)(F)F)c2)C(C(=O)OC)=C1C
→ 5%	-39%	-30%	14%[12.7 µM]	0	10%	16%	-6%	-6%
COc1ccc(C2C(=O)N(C3CCC(C)CC3)CC(=O)N2C2CCCC2)cc1OC (stereo unspecified)
→ -1%	-2%	-3%	9%[59 µM]	-6	2%	48%[activator]	0%	-4%
CCC1CCCCN1S(=O)(=O)c1ccc(NC(=O)CSc2ncccc2C(=O)O)cc1 (stereo unspecified)
→ /	1%	-18%	?	-1	7%	2%	0%	-5%
CC(=O)c1c(C)c[nH]c1C
→ -7%	?	-30%[11.4 µM]	35%[59 µM]	2	?	-13%	?	9%
Cc1cccc(C)c1NC(=O)c1cnccn1
→ -3%	-3%	-6%	/	2	2%	25%	1%	2%
COc1cc2c(cc1[N+](=O)[O-])-c1ccccc1C2
→ 0%	/	-15%	/	-3	2%	-11%[57 µM]	8%	-4%
Cc1cc(C(=O)Cn2cc([N+](=O)[O-])ccc2=O)c(C)n1CC1CCCO1 (stereo unspecified)
→ 0%	7%	-10%	-36%	1	-6%	26%	-1%	i
O=C(C(Cc1ccccc1)N1C(=O)C2C3C=CC(C3)C2C1=O)N1CCCCC1 (stereo unspecified)
→ -5%	10%	-5%	-10%	1	5%	26%	1%	8%
CC(=O)CC1(O)C(=O)Nc2ccccc21 (stereo unspecified)
→ 24%	9%	-7%	/	-1	-1%	28%	1%	2%
COc1ccc2[nH]c(=O)c(CN(Cc3nnnn3Cc3ccccc3)CC3CCCO3)cc2c1 (stereo unspecified)
→ /	0%	-10%	?	-2	5%	16%	-5%	-5%
Cc1[nH]c2ccccc2c1/C=N/NC(=O)CNC(=O)c1ccc2c(c1)OCCO2
→ 11%	-4%	-6%	5%	2	-2%	30%	8%	-3%
COc1ccc(S(=O)(=O)c2cn(Cc3ccccc3)c3cc(N4CCCC4)c(F)cc3c2=O)cc1
→ -4%	1%	-8%	1%[59 µM]	-4	-1%	20%	16%	-1%
COc1ccc(-c2oc(NC(=O)c3ccc(C)cc3)c(C#N)c2-c2ccc(OC)cc2)cc1
→ 10%	-31%	-33%	?	-1	3%	0%	44%[activator]	-4%
Cc1cccc(-c2nc3c(c(SCC(N)=O)n2)CCCC3)c1
→ 1%	6%	-6%	2%[59 µM]	-13	6%	15%	0%	5%
Cc1cc2c(Nc3ccccc3)ncnc2s1
→ 2%	-13%	-5%	?	-1	5%	24%	4%	-1%
